PGC1a acetyl inh: modulators of PGC1a acetylation; U2OS PGC1a acetylation, AlphaScreen anti-acetyl-lysine; with virally co-expressed GCN5 acetyltransferase; inhibition, % at 15.6 µM; 0.17% of 350,000 active; AID 651687;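 active means every replicate shows inhibition of at least 40%; inconclusive means mean inhibition at least 40% but some replicate below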;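 further: 0% = neutral control wells and 100% = positive control wells; some results beyond the cut were filed as inactive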
Cneo AK release: causes C. neoformans cell lysis | adenylate kinase release luminescence, 4 h; normalised: neutral wells 0, clomiphene wells 100 | lysis activity, % at 15 µM | 0.2% of 360,000 active;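 active means mean lysis activity across replicates of at least 80%, whatever share of replicates individually reach that level; inactive means mean lysis activity below 80%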
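Material – Cryptococcus neoformans yeast cells · Quantity – 5 × 10^6 yeast cells/mL · Buffer or medium – YPD medium · Compound – single dose · Timing – 4 h static compound exposure, 37 °C, read 1 h post-reagent · Signal – adenylate kinase release luminescence · Read-out basis – lysis from increased AK signal · Benchmarks – Clomiphene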
SIRT5 block: blocks human SIRT5 desuccinylation of peptide | Q9NXA8 | Purified SirT5, succinyl-peptide AMC, trypsin-coupled fluorescence | inhibition, % at 15 µM | 1.1% of 330,000 active | AID 652115; in the data active means inhibition above about 15%; inconclusive means no clear call, values can overlap the other calls
Target sequence (Q9NXA8 whole entry, looked up): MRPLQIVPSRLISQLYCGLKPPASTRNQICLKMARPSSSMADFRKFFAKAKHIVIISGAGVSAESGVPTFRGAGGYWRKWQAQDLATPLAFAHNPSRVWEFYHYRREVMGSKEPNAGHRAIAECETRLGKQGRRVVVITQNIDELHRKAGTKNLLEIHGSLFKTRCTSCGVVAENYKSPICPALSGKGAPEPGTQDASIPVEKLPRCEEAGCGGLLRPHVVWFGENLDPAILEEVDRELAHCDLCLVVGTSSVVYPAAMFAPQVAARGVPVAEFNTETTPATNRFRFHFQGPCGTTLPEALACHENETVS
Statin myotox sup: suppression of simvastatin myotoxicity | C2C12 myotubes + simvastatin, ATP luminescence, 48 h; scaled: DMSO 0, geranylgeraniol control 100 | rescue of ATP level, % at 7.49 µM | 0.78% of 330,000 active | AID 602340;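 active means mean ATP rescue above about 67%, or every replicate alone reaching that limit, limit read from the data, passing the limit was not always enough; inconclusive means no clear call, values can overlap the other calls; inactive means mean under the limit and some replicate under it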;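 further: myotubes were challenged with 10 µM simvastatin during compound exposure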
S100A4 inh HTS: S100A4-myosin IIA interaction inhibition. P26447. S100A4/TAMRA-MyoIIA peptide fluorescence polarization. inhibition, % at 10.7 µM. 0.14% of 360,000 active;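 active means mean inhibition of at least 70% across replicates, with every replicate also reaching that level; inconclusive means mean inhibition reaches 70% but some replicates fall short; inactive means mean inhibition below 70%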
Target sequence (P26447 whole entry, looked up): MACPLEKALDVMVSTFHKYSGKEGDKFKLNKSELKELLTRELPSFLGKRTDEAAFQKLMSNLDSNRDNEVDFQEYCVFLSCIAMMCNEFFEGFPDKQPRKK
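System – human S100A4 monomer protein, biochemical binding assay · Buffer or medium – Calcium-containing HEPES buffer, pH 7.2 · Timing – 5 min between mix addition and reading · Also added – TAMRA-labelled myosin IIA heavy-chain peptide probe, 5 nM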
LGR2 inh: inhibitors of bursicon-induced Drosophila LGR2 receptor cAMP signaling. 0.35% of 380,000 active. inhibition, % at 9.99 µM. HEK293 LGR2, CRE-luciferase, bursicon-stimulated, 4 h. AID 720647;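 active means drop in luminescence signal, shown as inhibition above about 50% in the replicate tests, limit read from the data, passing the limit was not always enough; inconclusive means probably only some replicates passing the limit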;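 further: agonist challenge used bursicon conditioned medium at about half maximal strength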
XiGFP reactiv: X-chromosome reactivation activator | XiGFP mouse fibroblasts, % GFP-positive cells imaging, 3 d; cells co-treated with 5-aza-dC sensitizer; scaled so ellipticine positive control = 100% | activation, % at 7.58 µM | 0.055% of 360,000 active | AID 743238;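 active means mean normalized replicate activation at least 10% and every replicate at or above 10%; inconclusive means only one of the two criteria met; inactive means mean below 10% and not all replicates reach 10%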;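 further: 0% = median of on-plate neutral control wells and 100% = ellipticine 6 µM median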
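material = 68-5-11 XiGFP fibroblast line | medium = DMEM plus 5-aza-dC sensitizer | schedule = 3 days compound exposure | benchmarks = positive control ellipticine, 6 µM final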
ERAP1 HTS inh: ERAP1 (human) enzyme inhibition; Q9NZ08; recombinant ERAP1, Leu-AMC fluorescence, 60 min; inhibition, % at 10.7 µM; 0.15% of 340,000 active; AID 652197;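 active means mean replicate inhibition of at least 30%, or all replicates individually reaching that 30% level; inactive means mean below 30% and not every replicate reaching it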;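 further: 0% = neutral control wells and 100% = L-leucinethiol positive control wells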
The depositor's hits bear a star; ? = inconclusive; / = not tested or not shown.

1. Cc1nc([N+](=O)[O-])cn1CC(=O)Nc1ccc(Cl)cc1
2. Cc1ccccc1-n1ncc2c1CC(C)(C)CC2NC(=O)CCN1CCCCC1=O (centres undefined)
3. COc1ccccc1CCNC(=O)CC1C(=O)NCCN1CCCc1ccccc1 (centres undefined)
4. COc1ccc(NC(=O)Nc2ccc3c(c2)C(=O)N([C@@H](C)CO)C[C@@H](C)[C@@H](CN(C)Cc2ccc(C(=O)O)cc2)OCCCC[C@H](C)O3)cc1
5. CCC(=O)N1CCCCN2[C@@H](CO)[C@H](c3ccc(C#Cc4cccnc4)cc3)[C@@H]2C1
6. O=C(Nc1c2c(nn1-c1ccccc1)CSC2)c1ccc(N2C(=O)CCC2=O)cc1
7. C[C@@H]1CN([C@H](C)CO)C(=O)c2cccc(NS(=O)(=O)c3cccs3)c2O[C@@H]1CN(C)S(=O)(=O)c1ccccc1
8. Cn1c(=O)c(C(=O)NCCc2ccc(Cl)cc2)c(O)c2ccccc21

compound no.,1,2,3,4,5,6,7,8
PGC1a acetyl inh,-17,-5,0,6,4,/,8,5
Cneo AK release,0,1,4,51,-3,/,2,-1
SIRT5 block,0,-1,-1,-1,0,0,-2,-2
Statin myotox sup,2,/,/,/,-2,/,?,0
S100A4 inh HTS,-4,2,0,14,-16,-6,-16,5
LGR2 inh,-11,17,6,-18,-7,0,7,6
XiGFP reactiv,0.0,0.0,0.4,0.0,-0.1,0.0,-1.4,0.1
ERAP1 HTS inh,-2,-4,3,1,3,-2,0,-4

Exported with values under each structure: 3 of the compounds above.
Every second line gives: PGC1a acetyl inh	Cneo AK release	SIRT5 block	Statin myotox sup	S100A4 inh HTS	LGR2 inh	XiGFP reactiv	ERAP1 HTS inh
2: Cc1ccccc1-n1ncc2c1CC(C)(C)CC2NC(=O)CCN1CCCCC1=O (centres undefined)
→ -5	1	-1	/	2	17	0.0	-4
3: COc1ccccc1CCNC(=O)CC1C(=O)NCCN1CCCc1ccccc1 (centres undefined)
→ 0	4	-1	/	0	6	0.4	3
4: COc1ccc(NC(=O)Nc2ccc3c(c2)C(=O)N([C@@H](C)CO)C[C@@H](C)[C@@H](CN(C)Cc2ccc(C(=O)O)cc2)OCCCC[C@H](C)O3)cc1
→ 6	51	-1	/	14	-18	0.0	1

New compounds follow
9. COc1ccc(S(=O)(=O)NCCC(=O)N2CCCN(C)CC2)cc1
10. COc1cc(OC)c(NC(=O)CCNS(=O)(=O)c2ccc3c(c2)CC(C)N3C(C)=O)cc1Cl (centres undefined)
11. O=C(COC(=O)COc1ccc2c(c1)CCC2)Nc1ccccc1C(F)(F)F
12. CN1CCN(C(=O)[C@H]2[C@H](CO)[C@H]3Cn4c(cccc4=O)[C@@H]2N3Cc2ccncc2)CC1
13. COCCC(=O)N1CCC(Oc2ccc(C(=O)NCc3csc(C)n3)cc2)CC1
14. CN(C)S(=O)(=O)c1cccc(NC(=O)c2cncc(Br)c2)c1
15. CCOC(=O)N1CCN(C(=O)C[C@@H]2C[C@@]3(C(=O)OC)CCCCC=C3N(Cc3ccccc3)C2=O)CC1
16. CCn1nc(NC(=O)C2CCCO2)c2cc3cc(C)ccc3nc21 (centres undefined)

compound no.,9,10,11,12,13,14,15,16
PGC1a acetyl inh,3,-7,-10,/,6,0,/,/
Cneo AK release,0,6,0,-3,7,0,/,/
SIRT5 block,-4,0,-4,0,4,-8,-11,-7
Statin myotox sup,-13,8,10,-22,0,5,/,/
S100A4 inh HTS,3,-1,0,1,0,1,-12,0
LGR2 inh,3,-5,10,7,10,4,7,-14
XiGFP reactiv,0.0,0.3,0.0,0.2,0.1,0.1,0.2,0.3
ERAP1 HTS inh,-4,1,0,0,4,2,-1,0

Down the list, quoted from above:
ERAP1 HTS inh for entries 12 to 16: 0, 4, 2, -1, 0

More structures:
17. c1ccc(-c2nnc3ccc(N4CCC5(CC4)OCCO5)nn23)cc1
18. Cn1c(=O)n(Cc2ccco2)c(=N)c2c3c(sc21)CCCC3
19. CC(C)(C)NC(=O)CCc1ncc(C(F)(F)F)cc1Cl
20. CO[C@H]1CN(C)C(=O)c2ccc(NC(=O)C3CCCC3)cc2OC[C@@H](C)N(C)C[C@H]1C
21. O=C(NCc1ccccc1)c1cc(C2COCCN2C(=O)c2ccccc2)on1 (centres undefined)
22. CN1c2ccc(-c3cccc(C#N)c3)cc2[C@@H]2[C@@H](CCN2C(=O)C2CCC2)[C@@H]1CO
23. C[C@@H](c1ccccc1)N1C[C@H](COCc2ccccc2)Oc2cc(N3CC[C@H](O)C3)ccc2S1(=O)=O
24. O=C(CSC(=S)N1CCCCC1)Nc1ncc2c(n1)CCCC2=O

compound no.,17,18,19,20,21,22,23,24
PGC1a acetyl inh,-10,/,/,/,0,2,/,-1
Cneo AK release,-2,/,-2,-2,2,16,/,/
SIRT5 block,/,0,6,-5,-1,/,-2,4
Statin myotox sup,16,/,-4,-8,-2,21,/,/
S100A4 inh HTS,/,4,-7,15,5,/,-2,-4
LGR2 inh,-6,-6,-5,-11,14,8,15,/
XiGFP reactiv,/,0.4,0.1,0.5,0.2,0.0,-0.3,0.1
ERAP1 HTS inh,/,4,-6,-3,22,/,3,-4

25. Cc1ccc(OCCn2cccn2)c(C)c1
26. Cc1nn(-c2ccc(F)cc2)c(Cl)c1/C=C(/CC(=O)O)c1nc2ccccc2s1
27. O=C(Cc1cn(Cc2ccccc2)c2ccccc12)Nc1ccc(Oc2cccnc2)cc1
28. COc1ccccc1NC(=O)CN(c1ccccc1C)S(C)(=O)=O
29. Cc1cc(C(=O)Nc2cccc3c2O[C@H](CN(C)S(=O)(=O)c2ccc(F)cc2)[C@@H](C)CN([C@H](C)CO)C3=O)n(C)n1
30. CSc1ccc(C2CC(=O)Nc3nc(SC)[nH]c(=O)c32)cc1 (centres undefined)
31. Cc1nc2ccccc2nc(=O)c1NNc1ccccc1
32. COc1ccc(-c2ccc3c(c2)[C@@H]2[C@@H](CCN2C(=O)Nc2ccccc2OC)[C@@H](CO)N3C)cc1

compound no.,25,26,27,28,29,30,31,32
PGC1a acetyl inh,2,/,/,-7,-8,2,/,6
Cneo AK release,/,/,/,-1,-1,/,/,15
SIRT5 block,-6,/,-6,4,0,-3,-3,2
Statin myotox sup,-1,/,/,0,/,/,/,28
S100A4 inh HTS,-1,3,-23,1,-9,4,1,2
LGR2 inh,4,-11,-3,21,11,11,-47,16
XiGFP reactiv,0.3,-0.2,0.3,0.0,0.1,0.1,0.4,0.1
ERAP1 HTS inh,2,4,1,-1,0,10,12,0

33. O=c1[nH]cnc2c1ncn2-c1ccc(N(CCO)CCO)cc1
34. CC(C)CN(CC(C)C)S(=O)(=O)N1CCC(C(=O)NCc2ccco2)CC1
35. CC(C#N)Sc1ccc(S(=O)(=O)N2CCCC2)cn1 (centres undefined)
36. COc1ccc(NC(=O)N2C[C@H](O)COC[C@H]3O[C@@H](CC(=O)N4CCOCC4)CC[C@@H]32)cc1
37. O=S(=O)(NCCOc1ccccc1F)c1ccc(Cl)cc1F
38. CC(=O)NC(=S)NNC(=O)COc1ccc([N+](=O)[O-])cc1
39. N#CCN1C(=O)C(=O)N(Cc2cccc(C(F)(F)F)c2)C1=O
40. CC(C)NC(=O)N(C)C[C@H]1Oc2ncc(C#CC3(O)CCCC3)cc2C(=O)N([C@@H](C)CO)C[C@@H]1C

compound no.,33,34,35,36,37,38,39,40
PGC1a acetyl inh,/,/,-5,-3,/,0,0,2
Cneo AK release,/,/,0,48,1,/,2,-6
SIRT5 block,0,-2,-1,-3,-1,1,-3,12
Statin myotox sup,/,/,5,2,-5,/,2,-4
S100A4 inh HTS,-14,4,-21,3,0,7,1,-3
LGR2 inh,5,-13,3,-1,4,-16,2,3
XiGFP reactiv,0.1,0.0,-0.1,0.1,0.4,0.0,0.0,0.0
ERAP1 HTS inh,0,-2,0,0,-1,10,4,-1

41. C[C@@H]1CN([C@@H](C)CO)C(=O)c2c(c3ccccc3n2C)-c2ccccc2CO[C@@H]1CN(C)CC1CC1
42. CCCNC(=O)N1CC[C@@H]2[C@H]1c1cc(C#Cc3ccc(OC)cc3)ccc1N(C)[C@@H]2CO
43. O=C(Cc1ccccc1F)NC1CCSc2ccccc21 (centres undefined)
44. C=CCNC(=S)NNC(=O)C(CCC(C)C)CC(C)(C)O (centres undefined)
45. CCCCNC(=O)COn1nnc2ccc(S(=O)(=O)N3CCOCC3)cc21
46. COc1ccc(CNC(=O)C2CCCC2)cc1
47. CCCN(C(=O)/C=C/c1nc2ccccc2s1)C1CCS(=O)(=O)C1 (centres undefined)
48. Cc1noc(C)c1NC(=O)Nc1ccc2c(c1)CC(=O)N([C@H](C)CO)C[C@H](C)[C@H](CN(C)Cc1ccc(C(=O)O)cc1)O2

compound no.,41,42,43,44,45,46,47,48
PGC1a acetyl inh,-24,8,/,3,-11,/,5,7
Cneo AK release,46,-5,5,-2,-1,3,0,1
SIRT5 block,8,13,0,/,0,0,-9,-1
Statin myotox sup,-2,35,7,0,-1,-1,-1,-12
S100A4 inh HTS,3,26,-1,/,-4,0,-5,0
LGR2 inh,-6,-1,12,6,0,1,-18,8
XiGFP reactiv,-0.1,0.3,0.2,/,-0.7,0.4,0.0,-0.8
ERAP1 HTS inh,-8,0,0,/,0,0,3,-1

49. O=C(N/N=C/c1ccc(OC(=O)c2ccccc2)cc1)c1cccc(O)c1
50. O=C1/C(=C/c2cccnc2)SC(=S)N1c1ccc(O)cc1
51. CN(C(=O)c1cccc(OC2CCN(S(=O)(=O)N(C)C)CC2)c1)C1CCOC1 (centres undefined)
52. C[C@H](CO)N1C[C@H](C)[C@H](CN(C)CC2CC2)Oc2ccc(NS(=O)(=O)c3ccccc3)cc2CC1=O
53. O=C(O)c1cc(S(=O)(=O)N(Cc2ccccc2)c2ccc(Cl)cc2)ccc1Cl
54. CC12CCC(C(=O)N(CCCCN3CCN(c4ccccn4)CC3)C1=O)C2(C)C (centres undefined)

compound no.,49,50,51,52,53,54
PGC1a acetyl inh,5,-17,-6,1,-6,/
Cneo AK release,/,-4,0,1,-1,0
SIRT5 block,-1,-2,1,-2,-2,-1
Statin myotox sup,/,2,-2,-24,-2,-12
S100A4 inh HTS,-1,-7,1,3,-4,2
LGR2 inh,-25,48,0,16,3,8
XiGFP reactiv,-0.1,/,0.0,-0.2,0.2,0.1
ERAP1 HTS inh,0,/,1,2,4,3

Bioassay records (PubChem BioAssay)

Some of the compounds tested; the hit share may differ from the screen's.
